Screening results (PubChem BioAssay)
HP1b chromo inh = inhibitors of HP1-beta chromodomain binding to methylated histone tails; Potency, µM (top dose mostly 114 µM), for inactives: at the top dose activity change, negative = inhibition, most hits filed as inhibitors; 0.56% of 390,000 active; AlphaScreen HP1-beta / biotin-H3K9me3 peptide binding; also: potency is read from the fitted curve at half-maximal effect; nearly all actives have a fitted effect of over 70% in size; inactives centre near 23
Target sequence (P83916 whole entry, looked up): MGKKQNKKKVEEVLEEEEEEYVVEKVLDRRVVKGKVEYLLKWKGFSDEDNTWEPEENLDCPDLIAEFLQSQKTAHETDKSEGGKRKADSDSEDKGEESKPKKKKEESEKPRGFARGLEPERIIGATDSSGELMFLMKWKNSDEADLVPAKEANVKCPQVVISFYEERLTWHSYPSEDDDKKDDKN
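Compound inhibition of the preformed complex between 50 nM HP1-beta and 50 nM biotinylated H3K9me3 peptide was read by AlphaScreen. Buffer was PBS pH 7.4 with 0.01% Tween-20. Incubations ran 30 min at room temperature, with 10 ug/mL donor/acceptor beads.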
BAZ2B inh = BAZ2B (human) inhibition; Potency, µM (doses to about 114 µM), without a hit: at the highest dose activity change, negative = inhibition, usual class: inhibitors; AID 504333; 4.4% of 360,000 active; Q9UIF8; AlphaScreen BAZ2B-H3K14Ac peptide displacement; also: potency is read from the fitted curve at half-maximal effect; % is scaled to controls: 0 for no effect and ±100 for the full control effect; nearly all actives have a fitted effect of over 60% in size
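AlphaScreen displacement of biotin-H3(5-23)K14Ac peptide (50 nM final) from BAZ2B (50 nM final) in PBS pH 7.4, 0.01% Tween-20; complex preformed 30 min RT, then compounds (top 110 uM) 30 min RT, beads 20 min dark.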
Pin1 inhibitor = human Pin1 inhibition | Pin1 FP peptide displacement, HiFluor488, 10 min | Potency, µM (titrated, usually from 115 µM), for the others: at the highest dose activity, negative = inhibition, hits mostly inhibitors | Q13526 | 0.009% of 390,000 active; active = well fitted inhibition curve with a large enough effect in the polarisation, with a control signal flat, not every such curve was filed as active; inconclusive = small, poorly fitted or top-dose-only effect, or effect the other way, or a change in a side signal; inactive = no such curve, though single readings can be large or run the other way; the % refers to the polarisation; also: potency is read from the fitted curve at half-maximal effect; % is scaled to controls: 0 for no effect and ±100 for the full control effect
Target sequence (Q13526 whole entry, looked up): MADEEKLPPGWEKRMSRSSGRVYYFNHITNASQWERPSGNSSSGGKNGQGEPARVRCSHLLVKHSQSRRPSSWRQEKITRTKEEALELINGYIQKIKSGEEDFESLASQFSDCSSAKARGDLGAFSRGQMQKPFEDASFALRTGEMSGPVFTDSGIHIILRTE
PI4K2A inh = inhibitors of human PI4K2A; Q9BTU6; purified PI4K2A, ADP-Glo luminescence, 1 h; hits give low values; activity change, negative = inhibition, % at 76.9 µM; 0.13% of 420,000 active; AID 1346378; in the data active = activity change below about -50%; inconclusive = mostly about -30% to -49%;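 also: -100% = wells without enzyme as full effect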
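ADP-Glo luminescence measured ADP generated by PI4K2A enzyme (4 ug/mL before mixing) with 1.2 mM PI substrate (pre-mix) and 300 microM ATP (pre-mix). Tris pH7.5 buffer with MgCl2, Triton X-100; 1 h reaction at ambient temperature.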
G9a inh = G9a (human) methyltransferase inhibition | Q96KQ7 | G9a H3K9 monomethylation, AlphaScreen, 2 h | Potency, µM (doses to about 102 µM), without a hit: at the top dose activity, negative = inhibition, hits mostly inhibitors | 8.8% of 350,000 active | AID 504332; also: potency is read from the fitted curve at half-maximal effect; % is scaled to controls: 0 for no effect and ±100 for the full control effect; nearly all actives have a fitted effect of over 75% in size
Target sequence (Q96KQ7 913-1193 limits assumed): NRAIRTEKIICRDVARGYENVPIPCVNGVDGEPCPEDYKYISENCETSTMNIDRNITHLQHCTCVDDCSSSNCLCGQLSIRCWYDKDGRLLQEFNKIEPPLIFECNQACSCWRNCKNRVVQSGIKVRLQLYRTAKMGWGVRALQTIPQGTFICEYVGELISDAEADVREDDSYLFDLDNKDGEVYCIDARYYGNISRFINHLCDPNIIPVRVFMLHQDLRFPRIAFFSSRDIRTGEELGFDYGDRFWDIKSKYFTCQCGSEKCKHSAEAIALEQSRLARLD
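Using a bead-based AlphaScreen, monomethylated H3K9 product from 2 h room-temperature reactions (G9a 20 nM, peptide 500 nM, SAM 20 uM) was detected with 0.5 ug/mL rabbit anti-H3K9me1 antibody.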
ERG Ets-DNA blk = ERG Ets/DNA interaction inhibition | P11308 | 0.028% of 370,000 active | Potency, µM (top dose mostly 76.9 µM), for inactives: at the top dose FP activity, negative = inhibition, actives largely listed as inhibitors | fluorescence polarization, His-ERG Ets domain / labelled DNA | AID 624246; active = well fitted inhibition curve with a large enough effect in the polarisation, with a control signal flat; inconclusive = small, poorly fitted or top-dose-only effect, or effect the other way, or a change in a side signal; inactive = no such curve, though single readings can be large or run the other way; the % refers to the polarisation;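 also: polarization taken with two DNA probes labelled with fluorescein and Texas red; potency is read from the fitted curve at half-maximal effect; % of control where 0% means no effect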
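His-tagged ERG Ets domain (1 uM in the protein solution; 300mM KCl, 50mM Tris-HCl, 1mM EDTA, 1mM DTT, pH 7.5) received compound, then a probe mix of 5 nM fluorescein-DNA and 100nM Texas-615-DNA. Fluorescence polarization was read for both dyes.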
JMJD2A Tudor inh = JMJD2A Tudor domain (human) inhibition. AID 504339. AlphaScreen JMJD2A-Tudor / H3K4me3 peptide binding. 4.4% of 390,000 active. Potency, µM (doses to about 114 µM), for inactives: top-dose activity change, negative = inhibition, hits mostly inhibitors; also: potency is read from the fitted curve at half-maximal effect; % is scaled to controls: 0 for no effect and ±100 for the full control effect; nearly all actives have a fitted effect of over 50% in size
GLS inhibitor = glutaminase GLS (human) inhibition. O94925. GLS enzymatic activity, qHTS titration. Potency, µM (doses to about 45.5 µM), without a hit: top-dose activity change, negative = inhibition, actives largely listed as inhibitors. 0.21% of 410,000 active; also: potency is read from the fitted curve at half-maximal effect; % is scaled to controls: 0 for no effect and ±100 for the full control effect
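Human kidney-isoform GLS in 45 mM KH2PO4 pH 8.2, 0.02% Tween-20, with compound, started with 1mM L-Glutamine (added stock). Glutamate oxidase/HRP/Amplex red coupled fluorescence read at start and after 30 min at RT.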
PGK inhibitor = inhibitors of T. brucei phosphoglycerate kinase | P07378 | PGK/GAPDH coupled, Kinase-Glo luminescence, 60 min | Potency, µM (highest dose often 57.5 µM), for inactives: at the top dose activity change, negative = inhibition, hits mostly inhibitors | 0.043% of 380,000 active | AID 602233; also: potency is read from the fitted curve at half-maximal effect; % is scaled to controls: 0 for no effect and ±100 for the full control effect; nearly all actives have a fitted effect of over 60% in size
Target sequence (P07378 whole entry, looked up): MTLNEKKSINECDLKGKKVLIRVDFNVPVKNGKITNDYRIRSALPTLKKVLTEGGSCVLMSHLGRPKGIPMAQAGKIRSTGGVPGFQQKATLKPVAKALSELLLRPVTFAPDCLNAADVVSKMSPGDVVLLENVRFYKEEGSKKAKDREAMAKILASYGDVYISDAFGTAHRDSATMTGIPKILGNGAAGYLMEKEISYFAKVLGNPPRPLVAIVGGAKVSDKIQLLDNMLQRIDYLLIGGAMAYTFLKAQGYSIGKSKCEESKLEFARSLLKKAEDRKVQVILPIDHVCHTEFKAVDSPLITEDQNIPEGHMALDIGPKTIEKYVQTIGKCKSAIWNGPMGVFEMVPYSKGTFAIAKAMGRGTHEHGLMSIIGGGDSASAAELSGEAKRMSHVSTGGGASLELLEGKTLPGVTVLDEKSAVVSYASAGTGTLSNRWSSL
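Luminescent ATP detection (Kinase-Glo Plus) follows a 60-minute room-temperature incubation, with wells lacking PGK as controls. Buffer: 100 mM TEA (pH 7.6), 5 mM MgCl2, 0.01% Tween-20. Coupling enzyme GAPDH (100 nM final) supplies unstable 1,3-BPG in-well.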
Numbers without * were called inactive; i = inactive; u = inconclusive; x = not tested or not shown; & = joins results of further samples; [ ] = dose if it differs, or a comment. Unless noted, calls follow the shape of the dose curve; as a rule, active = well fitted curve in the direction sought with a large enough effect; inconclusive = small, poorly fitted or top-dose-only effect, or another doubt; inactive = no such curve, though single readings can be large; an effect the other way counts as inactive or inconclusive.

SMILES	HP1b chromo inh	BAZ2B inh	Pin1 inhibitor	PI4K2A inh	G9a inh	ERG Ets-DNA blk	JMJD2A Tudor inh	GLS inhibitor	PGK inhibitor
CC1(C)Cc2c(cnn2-c2cccc(F)c2)C(NC(=O)Cn2cccn2)C1 (stereo unspecified)	23%	-11%	-19%	2	20%	8%	0%	-10%	-1%
COC(=O)C(NC(=O)CCc1c(C)nc2c(c(C)nn2-c2ccccc2)c1C)C(C)C (stereo unspecified)	15%&33%	0%&0%	-5%&-3%	-2&1	10%	-10%&0%	-13%&-1%	1%&3%	4%&-14%
COc1ccc(C2=NN(CC(=O)NCCc3ccc(OC)c(OC)c3)C(=O)CC2)cc1	21%	2%	6%	-2	-29%[59 µM]	-3%	-6%	-1%	-10%
COc1ccccc1NC(=O)Cn1c(=O)n(CCc2ccccc2)c(=O)c2sc3ccccc3c21	4%	-11%	-4%	-4	-30%[59 µM]	-4%	-13%	11%	-18%
O=C(C[C@H]1C[C@H](C(=O)N2CCOCC2)[C@@]2(CCC3CCCC3)c3[nH]c4cc(-c5ccco5)ccc4c3CCN2C1=O)NCc1ccco1	-18%	x	55%[activator]	-2	x	19%	u	-5%	-2%
CCc1ccc(S(=O)(=O)Nc2ccc(Br)cn2)cc1	39%[activator]	1%	-3%	-3	u	17%	-7%	16%	-1%
CC(C)CCNc1nc2c(cc1C#N)COC(C)(C)C2	119%[activator]	29%	u	1	11%[12.7 µM]	-14%	27%	-6%	-10%
CC(=O)c1ccc(NC(=O)C(C)Oc2ccc(N(C)S(=O)(=O)c3ccc(C)cc3)cc2)cc1 (stereo unspecified)	13%	2%	13%	8	2%[59 µM]	-3%	-20%	-4%	-3%
NC(=O)C1(N2CCCC2)CCN(Cc2ccccc2)CC1	32%	x	1%	1	x	2%	-9%	1%	-3%
Cc1ccc(-c2nnc(SCc3ccccc3C)o2)cc1	159%[activator]	96%[activator]	2%	3	64%[activator][59 µM]	13%	150%[activator]	1%	4%
Cc1ccc(C)c(N2CCN(C(=O)CCCOc3cc(=O)n(C)c4ccccc34)CC2)c1	8%	u	2%	-2	x	-11%	-34%	7%	-6%
COc1ncc(-c2ccc3c(c2)S(=O)(=O)c2cccc(C(=O)O)c2C3=O)cn1	45%[activator]	-6%	-1%	-3	30%[2.33 µM]	4%	u	7%	-5%
O=C(Nc1nc2c(Cl)c(Cl)ccc2s1)C1CC1	22%	4%	0%	1	x	-5%	-9%	3%	-12%
O=C(Nc1ccc(Br)cc1)c1ccc(Br)c(S(=O)(=O)NCc2ccccc2)c1	-11%	-1%	1%	0	-3%[59 µM]	-1%	-17%	-8%	-5%
CCN(CC)S(=O)(=O)c1ccc(NC(=O)C2CCCO2)cc1 (stereo unspecified)	15%	-5%	-1%	-4	u	2%	-1%	5%	-4%
Cc1ccc(OCC(=O)N/N=C\c2ccncc2)c(C)c1	46%[activator]	-3%	4%	-5	23%[59 µM]	4%	-11%	-1%	x
COc1ccc(-c2cn3cccnc3n2)cc1Br	19%	0%	2%	-7	2%	5%	-4%	1%	-3%
CCCCn1c(N)c(N2CCOCC2)c(=O)n(CC(=O)NC(C)c2ccccc2)c1=O (stereo unspecified)	22%	-13%	3%	-3	-1%	-4%	-7%	-4%	0%
Cc1cc(NCc2ccc(F)cc2Cl)n2nnnc2n1	16%	5%	0%	8	-6%[59 µM]	-6%	-1%	9%	1%
C=CS(=O)(=O)N(Cc1ccccc1)[C@H](CO)CC(C)C	35%	x	-4%	1	x	-1%	-6%	0%	-1%
COc1ccc(CNC(=O)c2cc3c(=O)[nH]c4ccccc4c3n2C)cc1	47%[activator]	-2%	1%	7	10%	-4%	2%	-1%	10%
COCCCN(CCC#N)C(=O)c1c(-c2c(Cl)cccc2Cl)noc1C	6%	4%	-3%	0	0%	u	-7%	0%	-1%
NC1=Nc2cccc3cccc1c23	-13%	-17%	-13%	1	-37%	5%	u	-1%	-1%
CCN1CCN(C(=O)C(C)Sc2nnc3nc(C)cc(C)n23)CC1 (stereo unspecified)	14%	1%	-11%	2	11%[2.33 µM]	-13%	-26%	10%	-1%
CN1CCN(S(=O)(=O)c2ccc(Sc3nc4ccccc4[nH]3)c3nsnc23)CC1	47%	1%	1%	-2	-39%[12.7 µM]	-2%	-5%	-10%	-4%
CCOc1ccc(Oc2c(C)oc3cc(O)ccc3c2=O)cc1	48%[activator]	0%	3%	0	9%[0.501 µM]	3%	-7%	-3%	i
Cc1ccc(CNC(=O)C(=O)NCC(c2ccco2)S(=O)(=O)c2ccccc2)cc1 (stereo unspecified)	6%	-2%	0%	-2	3%[59 µM]	-1%	-2%	-1%	-2%
COc1cc2ccccc2cc1C(=O)Nc1cc(-c2nc3ccccc3o2)ccc1C	66%[activator]	5%	0%	-4	-21%[59 µM]	3%	-2%	0%	-11%
O=C(Nc1cccnc1)C1(c2ccccc2)CCCC1	24%	-4%	-2%	1	-30%[12.7 µM]	0%	-18%	7%	-10%
CN(CC(=O)Nc1ccncc1)S(=O)(=O)c1ccc(Br)cc1	12%	2%	6%	-3	17%	2%	-5%	1%	-5%
O=C(NCc1cccnc1)C1CCCN(S(=O)(=O)c2ccc(Cl)cc2)C1 (stereo unspecified)	26%	11%	3%	-2	1%[59 µM]	7%	0%	9%	i
COc1ccccc1CNC(=O)c1cc(S(=O)(=O)N2CCCC2)cn1C	29%	3%	-7%	-1	-7%	-3%	-11%	1%	3%
CCOC(=O)N1CCN(CCC(=O)Nc2cc(OC)cc(OC)c2)CC1	37%	1%	-1%	-16	8%[59 µM]	1%	-19%	-1%	1%
CN(Cc1ccccc1)C(=O)Cn1c(=O)c2cccn2c2ccc(F)cc21	30%	3%	-15%	-3	-16%[59 µM]	1%	-20%	-10%	-6%
CC1(C)CC(=O)C(C=NCC(O)c2ccccc2)=C(O)C1 (stereo unspecified)	19%	1%	-9%	-6	-4%[59 µM]	-2%	-8%	-2%	1%
Brc1ccc(/C=N/c2nc3ccccc3n2CCN2CCOCC2)cc1	4%	0%	-3%	-3	12%[59 µM]	-1%	0%	14%	-8%
Cc1nnn(C23C[C@@H]4C[C@@H](CC(C(=O)N5CCN(c6ccccc6)CC5)(C4)C2)C3)n1	26%	-13%	-5%	-2	x	2%	-28%	9%	i
CCOc1ccc(N(CC(=O)N/N=C(\C)c2cccc(NC(C)=O)c2)S(=O)(=O)c2ccccc2)cc1	27%	-21%	1%	-3	24%	4%	-15%	0%	-9%
CCOC(=O)C(Sc1nn(C)c(=S)s1)C(C)=O (stereo unspecified)	43%	-35%	-4%	-23	18µM*	-6%	-11%	36%[activator]	-1%
COc1cc(OC)cc(C(=O)NC(C)c2ccc(Br)cc2)c1 (stereo unspecified)	25%	-31%	-10%	-2	0%	-7%	-5%	14%	2%
COc1ccc(C2=NOC(C(=O)Nc3cc(C)on3)C2)cc1OC (stereo unspecified)	25%	-5%	2%	1	x	-6%	-2%	11%	1%
Cc1ccc2nc(N3CCN(Cc4ccc(F)cc4)C3=O)c(C)cc2c1	57%[activator]	4%	-4%	6	23%[2.33 µM]	-5%	15%	8%	-3%
Cc1cc(C)c(NC(=O)c2ccc3c(c2)NC(=O)C(C)S3)c(C)c1 (stereo unspecified)	20%	-1%	-3%	3	13%[12.7 µM]	10%	-14%	-3%	-7%
CCOC(=O)c1c(C)[nH]c(C(=O)OCC(=O)NCCc2ccc(OCC)c(OCC)c2)c1C	27%	10%	11%	-4	8%[0.501 µM]	-11%	-8%	1%	0%
CN1C(=O)CC(c2ccccc2)CC1=O	36%	12%	-2%	-3	7%[2.33 µM]	4%	-6%	8%	-8%
CC(C)(C)OC(=O)NC(=NCCCc1cn(CC(=O)N2CCN(C(=O)OC(C)(C)C)CC2)nn1)NC(=O)OC(C)(C)C	31%	-7%	3%	-1	-1%[59 µM]	2%	-7%	4%	0%
COc1ccc2nc(NC(=O)c3ccc(F)cc3)sc2c1	51%[activator]	4%	2%	-2	-3%[0.501 µM]	7%	-1%	-2%	8%
COc1ccc(CNC(=O)C(C)Cc2ccccc2)cc1O (stereo unspecified)	27%	1%	-4%	1	-3%	0%	-10%	25%	0%
C=CCN1C(=O)C2C3CC(=O)C(c4ccccc43)C2C1=O (stereo unspecified)	47%[activator]	x	5%	2	-42%	-8%	8%	-5%	-3%
COc1ccc(-n2c(=O)cc(N3CCN(c4ccccc4F)CC3)[nH]c2=O)cc1	8%	2%	2%	2	u	3%	-4%	12%	i
CCOC(=O)C1=CNS(=O)(=O)NC1c1ccc(C[C@H](NC(=O)CNC(=O)CCc2ccccc2)C(N)=O)cc1 (stereo partly specified)	25%	x	-7%	-2	x	-5%	-12%	6%	-4%
COc1ccc(C(=O)N2CCN(S(=O)(=O)c3cc(Cl)ccc3OC)CC2)cc1	32%	-5%	-14%	2	7%[12.7 µM]	-16%	5%	0%	-5%
CC1CCN(CC(O)COc2cccc(F)c2)CC1 (stereo unspecified)	12%	-6%	-2%	5	3%	6%	-23%	-2%	3%
CC(C)(O)C#Cc1ccc(C(=O)NCc2ccccc2F)cc1	34%[activator]	7%	0%	4	-8%	-4%	-17%	-8%	-2%
